# High-throughput results (PubChem BioAssay)
# APJ antagonist = antagonists of human apelin receptor APJ, primary screen, CHO-K1 cells, beta-arrestin complementation, luminescence; AID 2521, 2010; inhibition, % at 20 µM; actives 0.32% (n = 330,000);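 active = inhibition above about 40% at 20 µM, limit read from the data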;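 also: cells challenged with 10 nM apelin-13 agonist together with compound; plate controls were apelin-13 plus DMSO wells for no effect and DMSO wells lacking apelin-13 for full effect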
# Target sequence (P35414 whole entry, looked up): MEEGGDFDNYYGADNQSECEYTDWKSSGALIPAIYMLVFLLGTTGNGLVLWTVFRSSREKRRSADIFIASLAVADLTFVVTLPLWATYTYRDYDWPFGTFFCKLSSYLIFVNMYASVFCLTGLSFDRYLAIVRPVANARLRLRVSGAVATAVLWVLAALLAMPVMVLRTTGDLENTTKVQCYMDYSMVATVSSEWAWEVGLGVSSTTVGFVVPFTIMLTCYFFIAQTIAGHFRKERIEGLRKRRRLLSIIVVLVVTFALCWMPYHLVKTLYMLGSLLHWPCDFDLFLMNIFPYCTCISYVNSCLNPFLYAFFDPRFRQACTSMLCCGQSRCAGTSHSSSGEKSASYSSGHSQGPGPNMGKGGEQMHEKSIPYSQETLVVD
# Jurkat NFkB inh = inhibitors of induced NF-kB luciferase reporter, primary screen, TCR NF-kB activation inhibitor project, cell-based, luminescence, uHTS. Jurkat, PMA/ionomycin-induced NF-kB luciferase reporter. inhibition, % at 4 µM. actives 0.53% (n = 330,000). AID 435003, 2010; in the data active = inhibition above about 50%
# APJ agonist = agonists of human apelin receptor APJ, primary screen, CHO-K1 cells, PathHunter beta-arrestin, luminescence | P35414 | 0% DMSO wells, 100% apelin | activation, % at 20 µM | actives 0.11% (n = 330,000) | AID 2520, 2010;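 active = activation more than six SD over the plate average, tested at 20 µM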;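 also: 0% = DMSO alone and 100% = apelin-13 at 10 nM; some results filed as inactive read as strong as hits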
#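 Incubation: overnight seeding, 90 min compound at 25 °C, 1 h detection; test system: PathHunter CHO-K1 APJ (AGTRL-1) beta-arrestin reporter cells; amount: 1000 cells/well; doses: one dose, 20 µM compound, 1% DMSO; measured by: beta-gal luminescence; measure: agonist-driven arrestin binding to APJ; benchmarks: negative DMSO alone, positive Apelin-13 at 10 nM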
# tim23-1 inh = growth inhibitors of tim23-1 mutant yeast, primary screen, luminescence, uHTS | actives 1.3% (n = 330,000) | inhibition, % at 20 µM | S. cerevisiae tim23-1 growth, BacTiter-Glo luminescence, 24 h | AID 463212, 2010;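 active = growth inhibition of the mutant yeast at or above 50%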;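 also: temperature-sensitive mutant grown at 25 °C; plate controls were DMSO-treated mutant yeast for no effect and medium wells lacking yeast for full effect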
# Mdm2-MdmX inh = inhibitors of human Mdm2-MdmX association, primary screen, cell-based, luminescence, split luciferase, SaOS-2, uHTS; Protein Mdm4 (Homo sapiens) + E3 ubiquitin-protein ligase Mdm2 (Homo sapiens), …; SaOS-2 split-luciferase Mdm2/MdmX complementation; inhibition, % at 8 µM; actives 3% (n = 330,000);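 active = inhibition of at least 50% at 8 µM in the primary screen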
# UPR XBP1 act = activators of adaptive XBP1 UPR arm, primary screen, cell-based, CHO-XBP1 luciferase reporter, luminescence, uHTS; IRE1-XBP1 UPR activation; percent of tunicamycin response, DMSO as zero; activation, % at 20 µM; actives 0.33% (n = 330,000); AID 463104, 2010;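 active = versus positive control, 20 µM dose yields 30% or more activation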;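 also: 100% = tunicamycin at 10 µg/mL and 0% = DMSO only wells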
#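 Material: CHO-XBP1 cells stably carrying IRE1-XBP1-driven luciferase reporter / Amount: 1000 cells per well / Compound: 20 µM, 1% DMSO / Times: 6 h treatment, 37 °C / Detection: luciferase luminescence / Measure: % activation of reporter signal versus tunicamycin and DMSO controls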
# 697 NFkB inh = inhibitors of PMA/ionomycin-induced NF-kB reporter, 697 cells, primary screen, B-cell NF-kB inhibitor project, cell-based, luminescence, uHTS | AID 435022, 2010 | 697 B-cell NF-kB luciferase reporter, 16 h | inhibition, % at 4 µM | actives 0.33% (n = 330,000); in the data active = inhibition above about 35%
# UPR CHOP act = activators of apoptotic CHOP UPR arm, primary screen, cell-based, CHO-CHOP luciferase reporter, luminescence, uHTS | UPR activation; percent of tunicamycin response over DMSO baseline | actives 0.34% (n = 330,000) | activation, % at 10 µM | AID 449763, 2010;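 active = at 10 µM dose, activation of 40% or more, normalized to positive control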;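 also: 100% = tunicamycin at 10 µg/mL and 0% = DMSO alone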
#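 System: CHO CHOP reporter cells. Amount: 500 cells per well. Buffer or medium: F12 medium, 10% FBS. Compound dosing: one dose, 10 µM in 0.5% DMSO. Incubation: 6 h compound exposure at 37 °C after overnight seeding. Technique: Steady-Glo luciferase luminescence. Benchmarks: tunicamycin and DMSO controls.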
# * = called active by the depositor.
SMILES,APJ antagonist,Jurkat NFkB inh,APJ agonist,tim23-1 inh,Mdm2-MdmX inh,UPR XBP1 act,697 NFkB inh,UPR CHOP act
Cc1ccc(S(=O)(=O)N2CCOCC2)cc1NC(=O)CN1C(=O)NC(C)(c2ccc(Cl)cc2Cl)C1=O (stereo not given),0,1,-1,-2,13,-2,13,0.4
CCc1ccc(CNCc2ccc(F)cc2)cc1,-7,-1,-3,2,-19,1,21,1.6
C=CCOc1c(Cl)cc(CNCCCN2CCOCC2)cc1OC,15,2,-5,-13,9,-5,2,0.3
COc1ccc(NC(=O)c2ccc(=O)[nH]c2)cc1S(=O)(=O)N1CCCCC1,7,14,-1,-6,-22,1,-2,3.5
O=C(Nc1ncnc2sc3c(c12)CCCC3)c1ccncc1,3,-10,-3,-12,6,4,9,1.5
Cc1ccc(S(=O)(=O)NC2CCOC(C)(C)C2)cc1 (stereo not given),0,3,-2,4,17,-2,13,-2.3
COC(=O)c1ccccc1NC(=O)NCc1c(C)nn(C)c1C,12,9,-6,1,0,-3,-3,0.8
CC1(C)CC(=O)c2sc(NC(=O)c3ccco3)nc2C1,-70,-38,-1,43,-45,2,-75,5.7
Cc1cccc(N(CC(=O)NCCSc2ccccn2)S(=O)(=O)c2ccccc2)c1,-4,12,0,32,-13,-1,3,0.9
O=C(CN1CCCCC1)Nc1ccc(NC(=O)c2ccc(Cl)cc2)cc1Cl,1,-1,10,0,57*,18,-17,2.2
COCc1cc(=O)[nH]c2cc(NC(=O)C(C)(C)CCl)c(C)cc12,-2,-16,2,-2,2,2,18,-0.9
Cc1noc2ncnc(SCc3ccc(C(F)(F)F)cc3)c12,-20,-11,6,20,19,2,-12,0.8
COc1cc2c(cc1NC(=O)CSc1nnc(Cc3cccs3)n1C)oc1ccccc12,-11,6,-3,13,21,7,0,1.3
O=S(=O)(NCCN1CCOCC1)c1ccc2c(c1)OCCO2,9,-3,-3,2,24,-2,24,-1.9
CNc1ccc(Cl)cc1C(N)=O,-24,11,2,-4,3,-5,1,1.9
Cc1nn(Cc2cccc(F)c2)c(C)c1NC(=O)c1c([N+](=O)[O-])c(C)nn1C,-8,7,-3,15,-3,0,-13,1.1
COCCNC(=O)Cn1c(=O)n(CCCCCC(=O)NCc2ccc3c(c2)OCO3)c(=O)c2sccc21,-6,17,2,7,13,-3,10,-0.4
Cc1cc(-n2c(C)cc(C(=O)COc3cccnc3[N+](=O)[O-])c2C)no1,6,-15,0,2,34,2,-16,2.4
CC(C(=O)N1CCCc2ccccc21)N1CCN(c2ccccn2)CC1 (stereo not given),13,7,-6,12,12,2,6,0.7
CCCCn1c(N)c(N(CC(C)C)C(=O)c2ccc(C)o2)c(=O)[nH]c1=O,-2,-4,0,1,-16,-2,2,0.2
Cc1cc(OCC(=O)N(Cc2ccco2)C2CCS(=O)(=O)C2)cc(C)c1Cl (stereo not given),8,1,-2,4,-19,3,17,0.3
N#CC(C(N)=O)=C1CCC2(CC1)OCCCCO2,-17,-4,-4,9,8,-5,-4,-3.0
COc1cccc(N2C(=O)C(Cc3c[nH]c4ccccc34)NC2=S)c1 (stereo not given),3,-3,-3,1,-14,0,11,-1.6
O=C(N/N=C/c1ccccc1OC(=O)c1ccc2c(c1)OCO2)c1cccc(F)c1,-1,-1,2,17,14,-1,-32,0.0
COc1cc2c(cc1OC)C(c1ccccc1OC(C)C)CC(=O)N2 (stereo not given),11,7,0,-2,-10,-3,-9,1.6
CCC(C)NC(=O)CCS(=O)(=O)c1ccc(Br)s1 (stereo not given),-10,-10,0,-1,18,-1,8,-3.5
O=C1Nc2ccccc2/C1=N\N1CCOCC1,4,9,-5,4,19,-2,6,-0.5
CC(NC(=O)CN1C(=O)NC2(CCCCCC2)C1=O)c1ccccc1Cl (stereo not given),-9,-5,3,21,-35,0,4,-0.1
COC(=O)CN1C(=O)COc2ccc(S(=O)(=O)N3CCCC3)cc21,-9,-11,0,-1,2,-4,3,1.3
NC(=O)c1oc2ccccc2c1NC(=O)c1ccc(F)cc1,-14,-13,0,14,-15,2,-8,1.5
CCc1nnc(NC(=O)CSc2nnnn2C)s1,8,-4,-1,9,3,-3,21,0.5
O=C(N/N=C/c1ccc(O)c(O)c1)NC12CC3CC(CC(C3)C1)C2,-24,9,-1,13,31,42*,-33,145*
COc1ccc(-c2nc(NC(=O)c3nc4nccc(C)n4n3)sc2C)cc1,-10,4,0,4,-16,0,-25,0.6
COc1ccc(CN(C)C(=O)c2cc(-c3ccc(OC)c(OC)c3)nc3ccccc23)c(OC)c1,-26,-22,6,22,57*,-2,4,-0.6
CC(C)CNC(=S)Nc1ccccc1F,10,2,-4,8,9,0,15,1.4
S=C(c1ccc(-c2ccc(Br)cc2)o1)N1CCCCC1,11,-175,-3,11,-226,5,-181,1.6
CC(C(=O)N=Nc1c(O)[nH]c2ccccc12)n1cnc2ccccc2c1=O (stereo not given),12,8,-4,-4,16,2,1,1.4
COC(=O)CSc1nnc(CNS(=O)(=O)c2ccc(Br)cc2)n1C,18,8,-1,6,-31,5,12,-1.9
Cc1nn(-c2ccccc2)c(NC(=O)c2cccs2)c(-c2ccccc2)c1=O,-8,10,0,1,16,0,5,-0.5
Cc1c(OC(C)C(=O)O)ccc2c(-c3ccccc3)cc(=O)oc12 (stereo not given),8,-11,-2,8,17,-1,14,0.2
O=C(CN1C(=O)C(c2ccccc2)Oc2cccnc21)NCc1ccccc1F (stereo not given),17,4,0,32,19,-3,12,0.8
CC(OC(=O)CN1C(=O)NC(C)(C)C1=O)C(=O)c1ccccc1 (stereo not given),8,13,-1,12,-4,1,12,-0.6
COc1ccc(C(=O)c2ccc(Cl)cc2)c2ccccc12,2,13,0,3,38,-4,6,0.1
N/C(=N\OC(=O)COc1ccc(Cl)cc1Cl)c1cccnc1,2,-93,1,19,-171,0,-101,5.2
CC1(C)CC(=O)C(C=NCC2CCNCC2)=C(O)C1,-2,3,-1,-12,14,1,5,-2.3
COc1ccc(-c2ncc(CN3CCC(CO)(Cc4cccc(OC)c4)CC3)cn2)cc1,-9,6,1,9,2,-2,-12,2.7
Cc1oc(C(=O)O)cc1COc1ccc2c(C)cc(=O)oc2c1,12,-11,-4,7,25,-3,15,2.4
CC(C)CN(CC(C)C)C(=S)NC1CCCCC1,2,-2,-4,20,15,-4,7,-1.4
CCOC(=O)N1CCN(c2ccc(Cl)c(Cl)c2)CC1,7,2,-2,8,4,-1,12,1.5
CC(C)(C)c1ccc(C(=O)N2CCCCCC2=O)cc1,4,54*,-3,20,30,-4,71*,-7.1

# Next entries.
SMILES,APJ antagonist,Jurkat NFkB inh,APJ agonist,tim23-1 inh,Mdm2-MdmX inh,UPR XBP1 act,697 NFkB inh,UPR CHOP act
O=[N+]([O-])c1ccc(N2CCSCC2)cc1O,9,17,-5,4,20,-1,3,-2.0
CCN(Cc1nc2ccccc2c(=O)[nH]1)C(=O)CN1C(=O)NC2(CCCCC2C)C1=O (stereo not given),0,-7,-2,7,-13,-1,9,2.8
Cc1nnc(Sc2nc3c(c(=O)[nH]c(=O)n3C)n2CCc2ccccc2)s1,-10,8,-4,8,-14,-2,2,0.1
CCOC(=O)c1cnc(-n2nc(C)cc2C)nc1Nc1ccc(OC)cc1,9,-5,-6,45,-28,18,-1,30
C=CCn1c(SCCCc2ccccc2)nc2c1c(=O)[nH]c(=O)n2C,-4,3,4,16,-4,9,-36,0.0
O=C(CSc1nnc2ccc(-c3cccnc3)nn12)Nc1ccc(F)cc1F,15,-12,-1,3,9,-2,-10,-1.8
COc1ccc(C)cc1S(=O)(=O)N1CCCC(C(=O)NC2CC2)C1 (stereo not given),6,8,2,-15,19,-1,6,-2.4
CCN(CC)CCN1C(=O)C2C(C(=O)Nc3ccc(C(C)C)cc3)C3C=CC2(O3)C1C(=O)NC1CCCCC1 (stereo not given),17,-3,-2,13,3,1,-10,0.4
S=c1[nH]nc(Cc2cccs2)n1-c1cccc2ccccc12,-7,7,-1,21,0,-3,22,0.5
CN(C)CCNC(=O)c1ccc(CS(=O)(=O)c2ccc(Br)cc2)o1,-25,-7,-1,0,16,1,-6,0.2
COc1cc(/C=C/C(=O)NCc2ccccn2)cc(OC)c1OC,8,-8,0,-1,5,-1,22,0.5

# Ordered by the number under APJ antagonist (descending): some entries from above.
SMILES	APJ antagonist
CCN(CC)CCN1C(=O)C2C(C(=O)Nc3ccc(C(C)C)cc3)C3C=CC2(O3)C1C(=O)NC1CCCCC1 (stereo not given)	17
O=C(CSc1nnc2ccc(-c3cccnc3)nn12)Nc1ccc(F)cc1F	15
O=[N+]([O-])c1ccc(N2CCSCC2)cc1O	9
COc1cc(/C=C/C(=O)NCc2ccccn2)cc(OC)c1OC	8
COc1ccc(C)cc1S(=O)(=O)N1CCCC(C(=O)NC2CC2)C1 (stereo not given)	6
C=CCn1c(SCCCc2ccccc2)nc2c1c(=O)[nH]c(=O)n2C	-4

# An excerpt of these results, with bars between the fields:
molecule | APJ antagonist | Jurkat NFkB inh | APJ agonist | tim23-1 inh | Mdm2-MdmX inh | UPR XBP1 act | 697 NFkB inh | UPR CHOP act
CN(C)CCNC(=O)c1ccc(CS(=O)(=O)c2ccc(Br)cc2)o1 | -25 | -7 | -1 | 0 | 16 | 1 | -6 | 0.2
S=c1[nH]nc(Cc2cccs2)n1-c1cccc2ccccc12 | -7 | 7 | -1 | 21 | 0 | -3 | 22 | 0.5

# 4 entries from above in a different format:
COc1ccc(C)cc1S(=O)(=O)N1CCCC(C(=O)NC2CC2)C1 (stereo not given)
  APJ antagonist: 6 | Jurkat NFkB inh: 8 | APJ agonist: 2 | tim23-1 inh: -15 | Mdm2-MdmX inh: 19 | UPR XBP1 act: -1 | 697 NFkB inh: 6 | UPR CHOP act: -2.4
CCN(CC)CCN1C(=O)C2C(C(=O)Nc3ccc(C(C)C)cc3)C3C=CC2(O3)C1C(=O)NC1CCCCC1 (stereo not given)
  APJ antagonist: 17 | Jurkat NFkB inh: -3 | APJ agonist: -2 | tim23-1 inh: 13 | Mdm2-MdmX inh: 3 | UPR XBP1 act: 1 | 697 NFkB inh: -10 | UPR CHOP act: 0.4
S=c1[nH]nc(Cc2cccs2)n1-c1cccc2ccccc12
  APJ antagonist: -7 | Jurkat NFkB inh: 7 | APJ agonist: -1 | tim23-1 inh: 21 | Mdm2-MdmX inh: 0 | UPR XBP1 act: -3 | 697 NFkB inh: 22 | UPR CHOP act: 0.5
CN(C)CCNC(=O)c1ccc(CS(=O)(=O)c2ccc(Br)cc2)o1
  APJ antagonist: -25 | Jurkat NFkB inh: -7 | APJ agonist: -1 | tim23-1 inh: 0 | Mdm2-MdmX inh: 16 | UPR XBP1 act: 1 | 697 NFkB inh: -6 | UPR CHOP act: 0.2
